Assay outcomes: PubChem BioAssay, several laboratories
FAS-TE inh: blocks the thioesterase domain of human fatty acid synthase; P49327; 360,000 compounds, 0.67% hits; recombinant FAS-TE, OMFH fluorogenic substrate, fluorescence endpoint; inhibition, % at 15 µM;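 active means compounds whose normalised, plate-corrected inhibition of enzyme fluorescence in the single-dose primary screen is 50% or more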;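 further: 0% = DMSO with enzyme and 100% = substrate without enzyme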
PABP1 MLLE inh: inhibitors of microRNA-mediated deadenylation, human PABP1 MLLE binding; P11940; GST-MLLE / FITC-PAM2 fluorescence polarization; inhibition, % at 20 µM; 360,000 compounds, 0.36% hits; in the data active means inhibition above about 35%, passing the limit was not always enough;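 further: plate controls were DMSO wells with GST-MLLE for no effect and wells lacking GST-MLLE protein for full effect; some results filed as inactive read as strong as hits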
Rin1 Abl inh: blocks binding of human Rin1 to Abl. P00519+Q13671. TR-FRET Rin1/Abl binding, biochemical. inhibition, % at 7.35 µM. 360,000 compounds, 0.4% hits; in the data active means inhibition above about 5%, passing the limit was not always enough
eLon inh: inhibitors of E. coli Lon protease; P0A9M0; purified E. coli Lon protease, fluorescence polarization; inhibition, % at 7.94 µM; 360,000 compounds, 0.42% hits; AID 602123; in the data active means inhibition above about 13%, passing the limit was not always enough;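 further: 0% = enzyme with probe and DMSO and 100% = no enzyme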
MsrA inhibitor: bovine MsrA inhibition; 360,000 compounds, 0.75% hits; inhibition, % at 15.5 µM; AID 651718; purified bovine MsrA, absorbance read-out; in the data active means inhibition above about 4.5%;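 further: 0% = vehicle wells with enzyme and 100% = reference inhibitor wells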
Neddyl block: blocks human cullin neddylation | TR-FRET cullin neddylation, biochemical | P61081+Q13564 | calls only at 25 µM | 360,000 compounds, 0.58% hits; in the data active means inhibition above about 36%
CSN inh: inhibitors of human CSN-mediated cullin deneddylation. 360,000 compounds, 0.38% hits. Q92905. Purified CSN, SCF-Nedd8-OG deneddylation, fluorescence polarization. inhibition, % at 12.5 µM;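 active means pattern-corrected inhibition above about 35%, with an unprinted fluorescence ratio check between 0.5 and 1.5, limit read from the data, passing the limit was not always enough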;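 further: 0% = enzyme with substrate and 100% = substrate without enzyme; some results filed as inactive read as strong as hits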
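Material: purified human Csn5 enzyme expressed in HEK293T cells / Medium: Tris buffer pH 7.5, NaCl, DTT, Tween-20, trehalose, ovalbumin / Compound dosing: 12.5 µM single point / Schedule: 90 min incubation of compound, enzyme and substrate at room temperature / Signal: fluorescence polarization of the substrate / Control set: no-enzyme wells high, enzyme-with-substrate wells low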
bovine MsrA act: activators of bovine methionine sulfoxide reductase A | purified bovine MsrA, absorbance read-out | activation, % at 10.6 µM | 360,000 compounds, 0.3% hits | AID 602163; in the data active means activation above about 7.5%;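 further: 0% = vehicle and 100% = reference activator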
Tb MetRS inh: blocks T. brucei methionyl-tRNA synthetase activity. 360,000 compounds, 0.4% hits. inhibition, % at 11.9 µM. purified T. brucei MetRS, ATP depletion, Kinase-Glo luminescence;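 active means inhibition above a per-plate cutoff of the control wells' mean inhibition plus 3 SD, cut at about 5.5% in these data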;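 further: 0% = DMSO wells median and 100% = median of wells with control inhibitor compound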
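Assay system: T. brucei methionyl-tRNA synthetase, purified | Medium: HEPES buffer with MgCl2, KCl, DTT, spermine, BSA, pyrophosphatase | Compound: 11.9 µM single point | Incubation: 15 min enzyme-compound preincubation, 2 h reaction, 10 min detection, 25 °C | Measured by: Kinase-Glo luciferase luminescence reporting remaining unconsumed ATP | Measure: % inhibition normalized to control-well medians | Replication: Singlicate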
Numbers without * were called inactive; i = inactive; / = no result given. Random draw from the library; any-hit rate near 4%.

nr	Compound	Neddyl block	bovine MsrA act	CSN inh	eLon inh	Tb MetRS inh	MsrA inhibitor	Rin1 Abl inh	FAS-TE inh	PABP1 MLLE inh
1	O=C(c1ccc(Cl)c(S(=O)(=O)N2CCCC2)c1)N1CCN(c2ncccn2)CC1	i	-2	-4	0	-0.7	0.7	-2	-7	-9
2	COc1cc(SC)ccc1C(=O)OCC(=O)N1CCCC1	i	-3	-1	9	-0.1	-0.4	1	-2	0
3	O=C(NC1CC1)C1CCN(C2CCN(C(=O)Cc3ccc(F)cc3)CC2)CC1	i	-6	-2	1	-0.1	0.0	-1	-6	9
4	CN(CC(=O)Nc1ccccc1C(F)(F)F)C(=O)C1=COCCO1	i	0	-3	-1	-0.4	-0.1	1	-6	-1
5	Brc1cc2c(cc1-c1nc3ccccc3s1)OCO2	i	-2	9	-8	-0.2	0.0	-2	12	-2
6	O=C(COC(=O)CCc1nc2ccccc2c(=O)[nH]1)NC1CCS(=O)(=O)C1 (stereo not drawn)	i	-1	1	4	-0.7	-0.7	1	-2	-18
7	O=C1c2oc3ccc(Cl)cc3c(=O)c2C(c2ccco2)N1CCN1CCOCC1 (stereo not drawn)	i	-2	0	6	-0.4	0.9	-2	-8	-3
8	CCCOc1ccc(/C(O)=C2/C(=O)C(=O)N(CCN3CCOCC3)C2c2ccccc2)cc1 (stereo not drawn)	i	-2	1	-2	0.2	-0.5	0	-2	-4
9	CCN=C1SC(C(N)=O)CC(=O)N1CC (stereo not drawn)	i	0	2	-7	-0.4	1.1	0	-7	18
10	C1CCN(c2nc3nonc3nc2N2CCCCC2)CC1	i	-3	2	0	0.1	/	0	-2	9
11	CCn1c(=NC(=O)C2COc3ccccc3O2)sc2c(OC)ccc(OC)c21 (stereo not drawn)	i	-1	-1	0	-0.2	1.5	-1	23	-12
12	Cc1cccc(NC(=O)NCCN2CCN(c3ccccc3)CC2)c1C	i	0	2	-3	-0.7	0.5	0	-6	-10
13	CCn1cc(C(=S)N2CCC(C(N)=O)CC2)c2ccccc21	i	-9	-7	-7	-0.7	1.7	-1	-4	3
14	O=C(c1cccs1)N1CCN=C1SCc1cccc(F)c1	i	-2	-4	-5	-0.2	-1.2	1	12	-16
15	CCN1C(=O)N[C@@H](c2ccccc2)[C@@H](C(=O)OC)[C@H]1C	i	-3	-2	7	-0.2	-0.9	-1	-6	-11

(next part)
nr	Compound	Neddyl block	bovine MsrA act	CSN inh	eLon inh	Tb MetRS inh	MsrA inhibitor	Rin1 Abl inh	FAS-TE inh	PABP1 MLLE inh
16	O=S1(=O)C=CC(c2ccccc2)C1 (stereo not drawn)	i	-2	4	5	-0.2	0.8	-2	-4	5
17	CC(C)(O)C#Cc1ccc(CN2CCN(C3CCCCC3)C(CCO)C2)s1 (stereo not drawn)	i	-3	-2	-10	-0.4	0.5	1	-9	5
18	Cc1ccc2c(c1)C(=O)C(=O)N2c1ccc(C(F)(F)F)cc1	i	-2	10	4	-0.9	1.1	-1	0	-3
19	O=C(CSCSCC(=O)NCC1CCCO1)NCC1CCCO1 (stereo not drawn)	i	-1	0	1	-0.5	-0.7	-10	-9	13
20	O=S(=O)(c1ccc(Cl)cc1)N1CCSC1c1ccco1 (stereo not drawn)	i	3	1	-2	-0.6	1.9	5	7	24
21	COc1ccc(C(=O)N2CCCC(Nc3ccc(C)c(C)c3)C2)cc1 (stereo not drawn)	i	-4	-2	-10	-0.2	-0.4	2	7	-9
22	CC1=C(C(=O)N2CCOCC2)CC(CC(=O)NCC2CCCCC2)C(=O)N1CCCN1CCCC1=O (stereo not drawn)	i	-2	8	-3	-0.7	-0.8	-3	-9	7
23	CC(CN1C(C)CCCC1C)OC(=O)c1ccc(F)cc1 (stereo not drawn)	i	-5	1	-7	-1.3	-1.0	1	1	14
24	COc1cc(SC)ccc1C(=O)N1CCN(c2ccc(O)cc2)CC1	i	-2	5	-3	-0.1	0.0	4	-4	0
25	Cn1c(CCC(=O)OCC(=O)NCC(F)(F)F)nc(=O)c2ccccc21	i	-7	2	-5	-1.0	-0.7	2	-9	5
26	CCN(CC)c1ccc(N=Cc2cc(Br)ccc2O)cc1	i	-9	2	-5	-0.8	-0.6	6	7	-55
27	O=C(COc1ccccc1F)N/N=C1\CCCc2ccccc21	i	1	-1	-4	-0.1	1.1	-2	6	-13
28	CC1(C(=O)NS(=O)(=O)c2cccc(Cl)c2)CCN1C(=O)C/C=C/c1ccccc1 (stereo not drawn)	i	-10	1	1	0.1	0.2	4	-9	3
29	COc1cc(NC(=O)CSc2nc3ccccc3cc2C)c(C(=O)O)cc1OC	i	-2	-4	-19	1.0	0.0	-4	-8	12
30	C=CCn1c(COc2ccccc2F)nnc1SCC(=O)Nc1cc2oc3ccccc3c2cc1OC	i	-11	-3	-1	-0.3	1.4	3	21	-27

Of the compounds above, these contain a thiophene ring, fused or not.
nr	Compound	Neddyl block	bovine MsrA act	CSN inh	eLon inh	Tb MetRS inh	MsrA inhibitor	Rin1 Abl inh	FAS-TE inh	PABP1 MLLE inh
14	O=C(c1cccs1)N1CCN=C1SCc1cccc(F)c1	i	-2	-4	-5	-0.2	-1.2	1	12	-16
17	CC(C)(O)C#Cc1ccc(CN2CCN(C3CCCCC3)C(CCO)C2)s1 (stereo not drawn)	i	-3	-2	-10	-0.4	0.5	1	-9	5

Reprinted at random: two entries already listed
nr	Compound	Neddyl block	bovine MsrA act	CSN inh	eLon inh	Tb MetRS inh	MsrA inhibitor	Rin1 Abl inh	FAS-TE inh	PABP1 MLLE inh
29	COc1cc(NC(=O)CSc2nc3ccccc3cc2C)c(C(=O)O)cc1OC	i	-2	-4	-19	1.0	0.0	-4	-8	12
26	CCN(CC)c1ccc(N=Cc2cc(Br)ccc2O)cc1	i	-9	2	-5	-0.8	-0.6	6	7	-55

Further compounds follow.
nr	Compound	Neddyl block	bovine MsrA act	CSN inh	eLon inh	Tb MetRS inh	MsrA inhibitor	Rin1 Abl inh	FAS-TE inh	PABP1 MLLE inh
31	CCOC(=O)c1c(CSc2ccccc2)oc2ccc(O)cc12	i	1	-4	-1	-0.6	0.3	-1	38	7
32	CCCCN(C(=O)c1ccc([N+](=O)[O-])s1)c1c(N)n(CC(C)C)c(=O)[nH]c1=O	i	-1	-2	0	-0.4	2.3	-2	-3	0
33	CCOC(=O)c1c(NC(=O)C2=COCCO2)sc2c1CCN(C(=O)OC)C2	i	-1	4	4	-0.4	0.2	1	13	-15
34	O=C(CSc1nc2ccccc2c(=O)n1-c1ccc(F)cc1F)Nc1ccc(N2CCOCC2)cc1	i	1	2	-7	-0.1	0.1	-6	14	-6
35	C=CCn1cc(C(=O)NCCN(CC)CC)c(=O)c2cc(S(=O)(=O)N3CCCCCC3)ccc21	i	-1	-2	10	-0.2	0.0	-3	-12	-4
36	O=C(NCc1ccc2c(c1)OCO2)c1ccc(COc2cccc(Cl)c2)o1	i	-1	4	1	1.6	0.5	-2	26	-6
37	CC(C)(C)c1ccc(S(=O)(=O)Nc2noc3ccccc23)cc1	i	-3	8	2	0.1	1.0	-2	1	-8
38	Cc1ccc(S(=O)(=O)N[C@H](C(=O)NC2CCC(C)CC2)C(C)C)cc1 (stereo partly drawn)	i	-2	-2	-16	-0.1	0.1	2	2	6
39	NS(=O)(=O)c1ccc(NC(=S)NCCc2ccccc2)cc1	i	-5	-2	-6	-0.9	-0.2	-1	1	24
40	O=C(N/N=C/c1ccccn1)c1cc(-c2cccc3ccccc23)n[nH]1	i	3	-1	0	-0.4	0.6	0	18	7
41	CC(=O)C1=C(C)NC(SCC(=O)c2cc(Cl)ccc2Cl)=C(C#N)C1c1ccco1 (stereo not drawn)	i	-9	8	-22	-1.5	1.9	-1	23	-25
42	CCOC(=O)N1C(=O)[C@](c2ccc(Cl)cc2)(C(C)C)N1C(=O)OCC	i	-2	-1	3	-0.2	-0.7	1	22	-3
43	Cc1cccc(NC(=O)c2nc[nH]c2C(=O)NCCN(CCNC(=O)c2[nH]cnc2C(=O)Nc2cccc(C)c2)CCNC(=O)c2[nH]cnc2C(=O)Nc2cccc(C)c2)c1	i	-4	-4	-12	-0.1	-1.1	3	84*	-1
44	Cc1cc(O)c(C(C)C)cc1NC(=O)Nc1ccc([N+](=O)[O-])cc1	i	-7	2	-2	0.2	2.4	0	8	0
45	Cc1ccc(-c2nc(CS(=O)CC(=O)NCc3ccco3)c(C)o2)cc1 (stereo not drawn)	i	-5	9	-1	0.1	0.3	6	-4	-3

Entries shown so far with an NH in an aromatic ring (four):
nr	Compound	Neddyl block	bovine MsrA act	CSN inh	eLon inh	Tb MetRS inh	MsrA inhibitor	Rin1 Abl inh	FAS-TE inh	PABP1 MLLE inh
6	O=C(COC(=O)CCc1nc2ccccc2c(=O)[nH]1)NC1CCS(=O)(=O)C1 (stereo not drawn)	i	-1	1	4	-0.7	-0.7	1	-2	-18
32	CCCCN(C(=O)c1ccc([N+](=O)[O-])s1)c1c(N)n(CC(C)C)c(=O)[nH]c1=O	i	-1	-2	0	-0.4	2.3	-2	-3	0
40	O=C(N/N=C/c1ccccn1)c1cc(-c2cccc3ccccc23)n[nH]1	i	3	-1	0	-0.4	0.6	0	18	7
43	Cc1cccc(NC(=O)c2nc[nH]c2C(=O)NCCN(CCNC(=O)c2[nH]cnc2C(=O)Nc2cccc(C)c2)CCNC(=O)c2[nH]cnc2C(=O)Nc2cccc(C)c2)c1	i	-4	-4	-12	-0.1	-1.1	3	84*	-1

(next part)
nr	Compound	Neddyl block	bovine MsrA act	CSN inh	eLon inh	Tb MetRS inh	MsrA inhibitor	Rin1 Abl inh	FAS-TE inh	PABP1 MLLE inh
46	Cc1nc2ccc(S(=O)(=O)N(C)CC(=O)NC(C)c3ccccc3)cc2s1 (stereo not drawn)	i	2	7	1	-0.4	-0.5	-1	-8	13
47	O=C(CSCc1ccc([N+](=O)[O-])cc1)N/N=C/c1cccnc1	i	-3	0	4	9.2*	0.3	4	-1	8
48	O=C(NCc1cccnc1)C(=O)NCC1OCCCN1S(=O)(=O)c1ccc(F)cc1 (stereo not drawn)	i	-4	6	8	-0.5	-0.5	0	-8	15
49	Nc1cc(N)nc(SCc2nnnn2-c2ccc(Cl)cc2)n1	i	-1	-7	-5	0.5	-0.6	-3	-8	-2
50	CC(C)Nc1nc(NC2CCCC2)nc(N2CCOCC2)n1	i	-11	2	-6	-0.6	0.5	1	-4	1
51	CC1Oc2ccccc2N(CC(=O)N2CCCC2)C1=O (stereo not drawn)	i	0	6	-13	1.3	-0.6	2	-7	17
